# Screening data from PubChem BioAssay.
# TPT1 inh: Candida albicans TPT1 enzyme inhibitors, primary screen, biochemical, fluorescence polarization; tRNA 2'-phosphotransferase TPT1 (Candida albicans SC5314); recombinant caTPT1, FP RNA substrate dephosphorylation; inhibition, % at 5 µM; 300,000 tested, 0.81% active; AID 1962, 2009;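 active = inhibition above the mean of all tested compounds plus 3 SD, set per screening campaign, cut at about 24% in these data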;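 also: plate controls were DMSO alone for no effect and ferristatin control at 100 nM for full effect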
# procasp3 activ: activators of human procaspase-3 D3A mutant, primary screen, biochemical, absorbance, PC-3 D3A mutant, single concentration. activation, % at 8.5 µM. AID 463141, 2010. 330,000 tested, 0.11% active. recombinant procaspase-3 D3A, Ac-DEVD-pNA absorbance 405 nm. Caspase-3 (Homo sapiens), P42574;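 active = activation above the mean of all tested compounds plus 3 SD, cut at about 21% in these data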;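 also: 0% = DMSO alone and 100% = DMSO wells spiked with extra 5 µM PC-3 D3A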
# Target sequence (P42574 whole entry D9A/D28A/D175A): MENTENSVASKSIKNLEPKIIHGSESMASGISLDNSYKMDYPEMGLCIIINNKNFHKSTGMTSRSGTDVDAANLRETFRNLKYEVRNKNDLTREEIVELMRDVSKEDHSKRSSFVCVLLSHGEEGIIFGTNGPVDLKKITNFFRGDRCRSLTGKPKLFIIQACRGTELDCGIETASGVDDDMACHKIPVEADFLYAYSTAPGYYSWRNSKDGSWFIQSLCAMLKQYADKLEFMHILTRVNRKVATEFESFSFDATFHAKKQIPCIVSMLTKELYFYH
#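 material = Procaspase-3 D3A mutant | probe or stimulus = Ac-DEVD-pNA | compound = single dose, 8.5 µM nominal compound, 0.8% DMSO | timing = 1 h preincubation, 2 h reaction | measured by = 405 nm absorbance of p-nitroaniline, reads at 0 and 120 min | benchmarks = DMSO-only low control, 5 µM PC-3 D3A high control | repeats = singlicate, each compound tested once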
# AHR activator: AHR activators, primary screen, cell-based, luminescence, luciferase reporter, human | Aryl hydrocarbon receptor (Homo sapiens), P35869 | AHR-responsive luciferase reporter cells | activation, % at 5 µM | 320,000 tested, 2.5% active; in the data active = activation above about 47%;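 also: 0% = vehicle wells and 100% = reference agonist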
# procasp7 counter: procaspase-7 activators, primary screen, counter-screen for procaspase-3 activator project, biochemical, absorbance, HTS, human; recombinant procaspase-7, Ac-DEVD-pNA absorbance 405 nm; D23A/D198A/D206A triple mutant, cannot self-cleave; scale: DMSO 0, 5 µM enzyme 100; activation, % at 8.5 µM; 330,000 tested, 0.093% active;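 active = percent activation above the screen-wide mean plus 3 SD, cut at about 25% in these data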
# Target sequence (P55210 whole entry D23A/D198A/D206A): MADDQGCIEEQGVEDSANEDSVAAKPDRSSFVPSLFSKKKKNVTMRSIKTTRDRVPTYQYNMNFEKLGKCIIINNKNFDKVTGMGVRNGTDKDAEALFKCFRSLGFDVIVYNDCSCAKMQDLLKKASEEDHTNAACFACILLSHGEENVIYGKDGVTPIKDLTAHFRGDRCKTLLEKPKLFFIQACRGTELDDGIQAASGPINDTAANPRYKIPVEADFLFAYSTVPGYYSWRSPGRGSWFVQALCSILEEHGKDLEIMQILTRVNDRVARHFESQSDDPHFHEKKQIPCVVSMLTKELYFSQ
#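 Assay system: Uncleavable procaspase-7 mutant enzyme / Input: 2 µM procaspase-7 mutant as dispensed / Dosing: single nominal 8.5 µM compound dose, 0.8% DMSO final / Timing: 1 h enzyme–compound preincubation and 2 h substrate reaction, both 25 °C / Detection: p-Nitroaniline absorbance at 405 nm, read at 0 and 120 min / Replication: singlicate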
# PP5 inh: PP5 phosphatase inhibitors, primary screen, biochemical, fluorescence | AID 1987, 2009 | purified PP5c, OMFP substrate fluorescence | 320,000 tested, 0.18% active | inhibition, % at 6.7 µM;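 active = inhibition above the campaign's mean inhibition across all tested compounds plus 3 SD, cut at about 9.5% in these data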;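 also: 0% = DMSO only and 100% = 100 µM cantharidin control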
# PAFAH2 FP inh: PAFAH2 enzyme inhibitors, primary screen, biochemical, fluorescence polarization, human; Platelet-activating factor acetylhydrolase 2, cytoplasmic (Homo sapiens), Q99487; recombinant PAFAH2, FP-rhodamine activity probe; inhibition, % at 3.39 µM; 340,000 tested, 0.99% active; AID 492956, 2010;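 active = inhibition above the mean over all tested compounds plus 3 SD, cut at about 30% in these data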;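 also: inhibitors block probe labeling of enzyme so polarization drops; 0% = enzyme with DMSO and 100% = wells lacking PAFAH2 protein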
# core dimer inh: inhibitors of HCV core protein dimerization, primary screen, biochemical, TR-FRET, high-throughput; 300,000 tested, 0.33% active; inhibition, % at 5 µM; TR-FRET GST/Flag-core106 dimerization, 1536-well;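 active = inhibition above the mean of all tested compounds plus 3 SD, set per screening campaign, cut at about 45% in these data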
#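 assay system = GST-tagged and Flag-tagged HCV core protein residues 1-106 | controls = unlabelled core106 and no-GST-core106 wells | incubation = compound-protein-antibody incubation 4 h at 22.5 °C | probe or stimulus = Eu donor and XL665 acceptor anti-tag antibodies | read-out = % inhibition based on acceptor/donor emission ratio | signal = TR-FRET 671 and 617 nm emission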
# CTSL1 counter: Fasciola hepatica cathepsin L1 inhibitors, primary screen, counter-screen for PFM18AAP inhibitor project, biochemical, QFRET, fluorogenic peptide substrate | recombinant F. hepatica cathepsin L1, Z-Leu-Arg-MCA fluorescence | inhibition, % at 5.96 µM | 300,000 tested, 0.49% active;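 active = inhibition above the mean of all tested compounds plus 3 SD, set per screening campaign, cut at about 17% in these data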;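 also: 0% = plate median of test compound wells and 100% = 1 µM Z-Phe-Ala-diazomethylketone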
# PP1 inh: PP1-alpha phosphatase inhibitors, primary screen, counter-screen for PP5 inhibitor project, biochemical, fluorescence, OMFP substrate, single point. AID 2235, 2010. 320,000 tested, 0.9% active. Serine/threonine-protein phosphatase PP1-alpha catalytic subunit (Homo sapiens), P62136. inhibition, % at 6.7 µM. purified PP1alpha;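 active = inhibition above the mean inhibition of all tested compounds plus 3 SD, computed separately for each screening campaign, cut at about 15% in these data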
# Target sequence (P62136 whole entry, looked up): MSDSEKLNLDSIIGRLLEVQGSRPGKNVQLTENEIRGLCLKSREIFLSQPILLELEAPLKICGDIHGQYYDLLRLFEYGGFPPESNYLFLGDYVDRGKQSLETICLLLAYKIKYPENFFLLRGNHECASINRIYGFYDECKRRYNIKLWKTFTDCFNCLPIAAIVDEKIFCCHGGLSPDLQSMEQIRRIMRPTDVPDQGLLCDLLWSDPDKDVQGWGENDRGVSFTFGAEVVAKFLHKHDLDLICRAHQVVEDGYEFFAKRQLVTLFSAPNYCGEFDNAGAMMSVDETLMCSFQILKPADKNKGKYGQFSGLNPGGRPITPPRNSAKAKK
# * = called active by the depositor; · = no result given.
Structure	TPT1 inh	procasp3 activ	AHR activator	procasp7 counter	PP5 inh	PAFAH2 FP inh	core dimer inh	CTSL1 counter	PP1 inh
CCc1nnc(NC(=O)C2CCN(c3ncnc4sc(C)c(C)c34)CC2)s1	·	4	3	9	-0.6	0	·	·	-3
O=S(=O)(NC1=NCCC1)c1ccc(F)cc1F	-4	12	1	1	0.2	2	-5	-5	-1
Cn1c(=O)c2c(nc(SCCCC#N)n2Cc2c(F)cccc2Cl)n(C)c1=O	0	10	2	0	1.1	3	3	-2	1
O=C1Nc2ccccc2N=C(c2ccccc2)C1Br (configuration not stated)	-4	2	8	3	2.2	1	5	3	4
O=C(c1ccccc1)c1ccc(OC(=O)C2CCCCC2)cc1	-3	7	-2	0	0.7	14	2	2	2
O=C(NCc1ccco1)c1cc(-c2ccccc2)nn1CC1CC(c2cccnc2)=NO1 (configuration not stated)	-3	-1	6	-7	-2.0	12	-5	3	2
COc1ccc(-n2ncc3c(=O)n(CC(=O)Nc4ccc(S(=O)(=O)N5CCOCC5)cc4)cnc32)cc1	-4	-2	-1	-2	3.1	-12	13	0	-4
COC(=O)Cn1c(C(O)c2ccccc2)nc2ccccc21 (configuration not stated)	0	10	-2	10	0.7	-1	0	0	2
CC(C)(C)NS(=O)(=O)c1ccc(NC(=O)c2cc(-c3ccccc3)nc3ccccc23)cc1	2	-1	0	4	2.9	-11	15	0	3
CC(C)(C)c1cc(S(=O)(=O)CCc2ccncc2)cc(C(C)(C)C)c1F	-5	9	0	-4	1.2	4	-13	1	1
CC(C)(C)[C@H]1CCC(=O)N([C@H](CSc2ccc(Br)cc2)Cc2ccccc2)CC1	·	7	1	-3	-0.8	4	·	·	-5
CCN(CC)C(=S)Nc1ccc(OC(F)F)cc1	-5	3	4	-10	0.3	2	3	-3	-1
COc1ccc(NC(=O)c2ccco2)cc1S(=O)(=O)N1CCOCC1	-4	8	-2	3	2.6	1	-2	-3	-1
COc1cccc(CN(C)C(=O)c2cc(COc3c(F)cccc3F)on2)c1	-2	0	-4	8	1.2	5	1	7	-1
CCOC(=O)/C(=C/c1ccc(OC(=O)c2ccncc2)cc1)C(C)=O	2	4	3	5	-0.1	0	-1	2	-5
CN(CCCNC(=O)c1nn(C)c2c1CS(=O)(=O)c1ccccc1-2)Cc1ccccc1	1	8	1	-12	3.0	0	6	0	0
COCCSc1ccccc1C(=O)Nc1cc(C)ccn1	-3	4	3	4	1.6	-1	-1	-5	-5
Cc1ccc(S(=O)(=O)N2CCC(C(=O)Nc3ccc4c(c3)OCO4)CC2)cc1	-1	-1	2	-10	1.4	2	-3	-6	-2
Cc1nc(N/N=C/c2cccc(F)c2)cc(N2CCOCC2)n1	1	-3	20	-2	1.4	-4	10	2	-4
CC(=O)Nc1ccc(S(=O)(=O)NC(C)C(=O)NC(C)c2ccccc2)cc1 (configuration not stated)	3	-15	2	-27	-3.0	-4	-5	-12	-1
C(=C\c1nc(N2CCCC2)c2ccccc2n1)/c1ccccc1	-3	-4	162*	4	2.5	-4	12	1	3
C=CCC(NC(=O)c1ccc(C#N)cc1)C(=O)NCCC (configuration not stated)	·	4	1	-3	-1.8	-3	·	·	0
CCC(c1nnnn1Cc1ccccc1)N1CCN(C(=O)c2ccco2)CC1 (configuration not stated)	-7	-4	9	16	0.8	-6	0	-3	-3
COc1cc(C2Sc3ccccc3NC3=C2C(=O)OC3)cc(OC)c1OC (configuration not stated)	1	-6	-3	4	-0.2	3	-4	0	2
O=C(O)C1CCCCC1C(=O)OCCCCOC(=O)C1CCCCC1C(=O)O (configuration not stated)	1	0	1	-2	-1.6	-2	-3	-3	1
Cn1ncc(Br)c1C(=O)N1CCOCC1	0	-5	-1	1	1.3	-5	-1	-4	-7
O=C(c1cccc(Cl)c1Cl)N1CCN(c2ccccn2)CC1	1	4	1	-3	2.7	3	-6	-7	-4
CN(Cc1ccccc1)C(=O)c1[nH]cnc1C(=O)N[C@@H](Cc1ccccc1)C(=O)OCc1ccccc1	3	-5	-4	12	8.4	4	8	4	5
CCC1CCCCN1C(=S)NC(=O)c1cc(S(=O)(=O)N2CCOCC2)ccc1C (configuration not stated)	2	10	2	-1	1.0	13	3	-2	-3
COc1cc2c(cc1OC)CN(C(=O)c1cc(=O)c3ccccc3o1)CC2	-2	2	1	9	-0.5	-4	3	3	0

# Whole records, quoted from the list. Order of values: TPT1 inh | procasp3 activ | AHR activator | procasp7 counter | PP5 inh | PAFAH2 FP inh | core dimer inh | CTSL1 counter | PP1 inh
# COCCSc1ccccc1C(=O)Nc1cc(C)ccn1 is listed with -3 | 4 | 3 | 4 | 1.6 | -1 | -1 | -5 | -5
# CCC1CCCCN1C(=S)NC(=O)c1cc(S(=O)(=O)N2CCOCC2)ccc1C (configuration not stated) is listed with 2 | 10 | 2 | -1 | 1.0 | 13 | 3 | -2 | -3
# CC(C)(C)c1cc(S(=O)(=O)CCc2ccncc2)cc(C(C)(C)C)c1F is listed with -5 | 9 | 0 | -4 | 1.2 | 4 | -13 | 1 | 1

# Later entries
Structure	TPT1 inh	procasp3 activ	AHR activator	procasp7 counter	PP5 inh	PAFAH2 FP inh	core dimer inh	CTSL1 counter	PP1 inh
CCCc1ccc2oc(C(=O)NCCc3cnn(C)c3)c(C)c2c1	1	-3	49*	-9	2.2	2	4	2	1
O=C1CC(c2cccc(Cl)c2)CC(O)=C1C=Nc1cccc(Cl)c1 (configuration not stated)	6	3	9	-7	-4.5	-6	-4	7	4
COc1ccc(N(CN2C(=O)C3CCCCC3C2=O)C(=O)c2ccco2)cc1 (configuration not stated)	1	-7	0	1	-1.1	·	0	-1	-1
CCC(CC)C(=O)Nc1cccc(C(=O)NC(C)(C)C)c1	-3	7	2	5	0.0	-7	-3	-4	-2
C=CCNC(=O)COC(=O)c1ccccc1C(=O)N(C)C1CCCCC1	1	9	-2	-5	1.8	-1	-19	1	-7
O=C(CN1C(=O)NC2(CCCCCCC2)C1=O)N1CCOCC1	2	2	17	5	0.4	1	0	5	-2
Cc1nn(Cc2ccc(Cl)cc2)c(C)c1NC(=O)c1noc2c1CCCCC2	-1	9	-2	-4	2.4	-4	3	-5	-1
CCS(=O)(=O)c1nc(S(=O)(=O)c2ccc(C)cc2)c(N2CC(C)OC(C)C2)s1 (configuration not stated)	-2	11	-1	-17	2.7	-7	0	0	-1
O=C(NCc1ccccn1)c1ccc(Cn2cc(Br)cn2)o1	1	5	4	3	1.7	3	-3	-2	2
CCOC(=O)c1cccc(NC(=O)CCn2cccc2)c1	-6	-4	0	6	-1.2	-3	4	-1	-4
O=C(Nc1ccncc1)c1ccccc1Cl	-3	1	1	-1	0.2	2	-2	-1	-4
O=[N+]([O-])c1cnccc1Nc1cccc(F)c1	-4	-1	5	5	-0.5	-2	0	13	-3
NCCCC[C@H]1CNC(=S)N1CCCCC1CCCCC1	0	0	0	-8	-0.8	1	1	1	-2
O=C(NCCc1ccccc1)C1CCCN(C(=O)NC2CCCCC2)C1 (configuration not stated)	-3	-13	1	5	0.6	1	0	1	-7
CN(C1CCCCC1)S(=O)(=O)CCNC(=O)c1ccccc1	-1	-2	-1	6	-0.6	2	-1	1	1
COCCn1c(-c2ccc(Cl)cc2Cl)nc2c(c(=O)c3ccccc3n2C)c1=O	2	10	-1	11	0.5	8	4	1	2
COC(=O)C1=C(C)Nc2ncnn2C1c1cccnc1 (configuration not stated)	-1	-1	1	10	0.9	-7	-1	-2	-5
CCCCCOc1ccccc1C(=O)NCCC(=O)O	0	4	-1	4	-1.2	-6	1	0	-3
C/C(=N\NC(=O)c1c[nH]c2ccccc12)c1ccc(C)s1	-1	6	92*	1	1.0	-2	12	2	0
C=C(C)C(=O)Nc1cccc(C2=NOC3(C2)C[C@H](C(N)=O)N(C(=O)/C=C/C)C3)c1 (some centres not stated)	-1	7	-1	3	1.6	-3	-86	1	13
CN(C)S(=O)(=O)c1ccc(N2CCCC2)c(C(=O)Nc2ccc(Br)cc2F)c1	-1	-3	-3	3	1.6	5	4	-1	-3
Cc1ccc(NC(=O)c2sc(Cl)nc2-c2ccccc2)cc1	1	-5	8	8	3.0	0	-5	1	-1
CC1(C)C2CCC1(CS(=O)(=O)NC1CCCC1)C(=O)C2 (configuration not stated)	-1	5	1	3	-2.5	2	-2	1	1
CC(=O)c1cccc(NC(=O)c2ccc(C)o2)c1	-1	8	15	4	-0.2	6	0	1	-6
CC(=O)Nc1cccc(C(=O)/C=C/c2ccc[nH]2)c1	15	-13	10	-7	1.1	-3	-9	-4	-3
Cc1ccccc1C(=O)NC(NC(=S)Nc1ccc(S(N)(=O)=O)cc1)C(Cl)(Cl)Cl (configuration not stated)	2	5	2	-1	1.6	-11	8	-1	2
CC(C)CC(NS(=O)(=O)c1ccccc1)C(=O)O (configuration not stated)	-1	13	2	-9	2.4	3	5	-2	-5
CCc1noc(C)c1C(=O)Oc1ccc(N(C)S(=O)(=O)c2ccc(C)cc2)cc1	·	4	0	-5	2.0	4	·	·	3
COc1cc2c(cc1[N+](=O)[O-])n(C(C)C)c(=O)n2C(C)C	5	7	1	5	0.9	7	0	5	-3
CCCCN(C)S(=O)(=O)c1ccc(C(=O)Nc2nnc(-c3ccco3)o2)cc1	-1	1	-1	-3	5.1	-3	-3	-2	11

# Additional results:
Structure	TPT1 inh	procasp3 activ	AHR activator	procasp7 counter	PP5 inh	PAFAH2 FP inh	core dimer inh	CTSL1 counter	PP1 inh
CCn1c(C)[n+](Cc2ccccc2)c2ccc(C(=O)OC)cc21	-2	-4	-2	-2	2.5	1	-17	-2	1
CC1(C)CC2(CC(c3ccccc3)Oc3cc(O)ccc32)NC(=S)N1 (configuration not stated)	-1	0	0	-19	-0.9	1	14	1	-2
COc1ccc(CC(=O)Nc2ccc(-c3cn4ccccc4n3)cc2)cc1	2	-3	-5	-2	4.6	-2	3	4	-2
CN1CCN(CC(=O)N(C)c2nc(-c3ccccc3)cs2)CC1	-2	14	22	-2	2.2	1	-12	-1	-1
O=C(Oc1ccc(-c2ccccc2)cc1)N1CCCCC1	-7	-6	-10	11	0.2	0	5	3	0
CC(C)C[C@H](NC(=O)NCCc1ccc(Cl)cc1)C(=O)O	-1	0	0	12	0.6	4	-3	1	-3
